Assay outcomes as filed in PubChem.
West Nile antiviral – West Nile virus antiviral activity, cell-based, CPE readout (AID 1621); West Nile virus-infected cells, CPE inhibition; higher % means a stronger effect; CPE inhibition, % at 10 µM; hits with a dose series show IC50 in µM; 290,000 compounds, 0.02% hits; in the data active = a potency from the dose series; inconclusive = CPE inhibition mostly from about 3.7% at the one dose, without a potency; inactive = the rest, 99 in 100 with CPE inhibition below about 2.2%; note: strong numbers were not always called active
Salmonella PhoP GFP – inhibitors of PhoP regulon expression, primary screen, Salmonella Typhimurium, GFP reporter (AID 1863); inhibition, % at 50 µM, or IC50 in µM where a hit was titrated; 300,000 compounds, 0.16% hits; S. Typhimurium PhoP-regulated promoter GFP reporter, 4 h; higher % means a stronger effect;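 active = inhibition over 29.93%, a cutoff 3 SD above the screen mean, later confirmed by dose response; inconclusive = inhibition over 29.93% but no dose response follow-up; inactive = inhibition at most 29.93% or unconfirmed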;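 note: 0% = low Mg2+ inducing control and 100% = high Mg2+ repressing control; strong numbers were not always called active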
CSM14.1 death rescue – rescue of cells from ER stress-induced death, primary screen, 384-well, CSM14.1, thapsigargin, ATP luminescence (AID 1222); 190,000 tested, under 10 active; CSM14.1 thapsigargin-induced death rescue, ATP luminescence; higher % means a stronger effect; one-dose cellular ATP content (survival), % at 20 µM; EC50 in µM for titrated hits;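 active = EC50 below 50 µM in the dose-response confirmation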;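 note: death triggered by thapsigargin at about 15 µM added after 2 h compound pretreatment; cell ATP read after overnight thapsigargin exposure of roughly 18 to 22 hours; normalized against plate controls of thapsigargin alone and 5% DMSO vehicle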
human PMI inhibitors – human PMI inhibitors, high substrate, primary screen, biochemical, fluorescence intensity, high mannose 6-phosphate (AID 1220). Mannose-6-phosphate isomerase (Homo sapiens). recombinant PMI enzyme, coupled fluorescence intensity; higher % means a stronger effect. one-dose inhibition, % at 20 µM; IC50 in µM for titrated hits. 190,000 compounds, 0.66% hits
PMI inhibitors – inhibitors of human PMI, primary screen, biochemical, fluorescence intensity, coupled assay (AID 1209). Mannose-6-phosphate isomerase (Homo sapiens). one-dose inhibition, % at 20 µM; IC50 in µM for titrated hits. 190,000 compounds, 0.42% hits. purified PMI enzyme, coupled fluorescence intensity; higher % means a stronger effect;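 note: plate controls were DMSO vehicle for no effect and wells lacking substrate for full effect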
TNAP activation fold – human TNAP enzyme activators, primary screen, biochemical, luminescent, no phosphate acceptor, uHTS (AID 1001); Alkaline phosphatase, tissue-nonspecific isozyme (Homo sapiens); activation fold at 20 µM, or EC50 in µM where a hit was titrated; purified TNAP, luminescent activation assay, no phosphate acceptor; higher activation fold means a stronger effect; 200,000 compounds, 0.03% hits; in the data active = activation fold from about 3, or a potency from the dose series; inactive = the rest, 99 in 100 with activation fold below about 1.6; note: many of its hits are not listed in these tables
Insulin prom up – insulin promoter activators in MIN6 cells, imaging, high-content screening, mouse beta cells; z-score at 5 µM; AID 1625, 2009; 190,000 compounds, 0.3% hits; MIN6 insulin promoter-GFP reporter; active compounds read high;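 active = z-score above 3 at 5 µM with at least 500 cells counted in the well; inconclusive = wells under 500 cells, flagged as cytotoxic or low count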
RSV CPE inhibition – RSV antiviral activity via CPE protection, HEp-2 cells, primary 10 µM value included (AID 2391); HEp-2 cells, RSV-induced CPE inhibition; higher % means a stronger effect; one-dose CPE inhibition, % at 10 µM; IC50 in µM for titrated hits; 310,000 compounds, 0.13% hits; in the data active = a potency from the dose series; inconclusive = CPE inhibition mostly from about 23% at the one dose, without a potency; inactive = the rest, 99 in 100 with CPE inhibition below about 21%; note: strong numbers were not always called active
SV40 large T antigen – SV40 large T antigen inhibitors, biochemical (AID 1903); 310,000 compounds, 0.39% hits; SV40 large T antigen ATPase/helicase inhibition assay; higher % means a stronger effect; inhibition, % at 20 µM, or IC50 in µM where a hit was titrated; in the data active = a potency from the dose series; inconclusive = inhibition mostly from about 32% at the one dose, without a potency; inactive = the rest, 99 in 100 with inhibition below about 32%; note: strong numbers were not always called active
Insulin prom up cell count – second read-out of Insulin prom up, no call of its own (marks repeat the call); cell count; measured here: cytotoxicity, nuclei count;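 total cells summed across four imaged fields per well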
* hit, by the source's call; ? = inconclusive; nt = no result given. Cut-off read from the data, not from the text of the source, unless noted: active = inhibition above about 50%; inactive = the rest.

Below each compound – West Nile antiviral	Salmonella PhoP GFP	CSM14.1 death rescue	human PMI inhibitors	PMI inhibitors	TNAP activation fold	Insulin prom up	Insulin prom up cell count	RSV CPE inhibition	SV40 large T antigen
1	COc1cccc(C(=O)N2CCC(n3nccc3NC(=O)C(OC)c3ccccc3)CC2)c1 (stereo not given)
 : -0.8%	12%	nt	nt	nt	nt	nt	nt	-0.1%	18%
2	CCN(CC)C(=O)CSc1ncnc2sccc12
 : -0.1%	3%	nt	-12%	-12%	1.1	-0.21	1283	0.6%	9%
3	CC(C)N(C1=CC(=O)OC12CCCCC2)C(C)C
 : -0.5%	-8%	nt	nt	nt	nt	-2	844	0.8%	15%
4	CC(=O)/C(=N/Nc1ccccc1C)N1CCOCC1
 : 0.3%	2%	-2.8%	-138%	-45%	1.1	1.2	1517	2.7%	6%
5	Cc1nonc1CN(C)C(=O)c1ccc(OC2CCN(Cc3ccccn3)CC2)cc1
 : -0.7%	-7%	-0.3%	13%	12%	1.1	-0.28	1404	-1.4%	9%
6	CC1=C(C(=O)N2CCCC(N3CCN(c4cccc(Cl)c4)CC3)C2)OCCO1 (stereo not given)
 : -0.8%	4%	nt	nt	nt	nt	nt	nt	1.4%	13%
7	O=C(NCc1ccc(F)cc1)C1CCC(CNS(=O)(=O)c2ccccc2)CC1 (stereo not given)
 : -0.4%	1%	nt	nt	nt	nt	nt	nt	-1.2%	1%
8	CS(=O)(=O)N1CCN(c2ccc([N+](=O)[O-])c(NCc3cccnc3)c2)CC1
 : 0.3%	3%	-1.8%	13%	-5%	0.9	-0.17	1496	-0.3%	0%
9	O=C(Nc1ccc(F)c(Cl)c1)c1ccc2c(c1)OCO2
 : 0.1%	6%	nt	nt	nt	nt	nt	nt	11%	6%
10	CCOc1ccc(CN(C)CC(=O)Nc2cc(C)c(C)cc2[N+](=O)[O-])cc1
 : -0.2%	1%	-1.8%	4%	5%	1	1.4	1098	3.0%	4%
11	O=C(Cn1nnc(-c2ccccc2Cl)n1)N/N=C/c1ccc2c(c1)OCO2
 : -0.2%	-13%	1.0%	12%	12%	1	nt	nt	4.9%	8%
12	Cc1oc2ccccc2c1-c1cn2c(n1)SCC2
 : 0.2%	4%	-2.4%	0%	3%	1	-0.43	1310	-0.1%	-3%
13	O=C(C1=C[C@H](c2ccc3c(c2)OCO3)C[C@H](OCCCCO)O1)N1CCN(Cc2ccc3c(c2)OCO3)CC1
 : -0.9%	10%	3.8%	10%	14%	1	0.79	1475	1.9%	0%
14	Fc1ccccc1NC(=S)NN(Cc1ccccc1)c1ccccc1
 : -0.6%	10%	4.6%	8%	13%	1.1	0.64	844	-1.2%	3%
15	N#C/C(=C(/O)c1cccs1)c1nnc2n1CCCCC2
 : 0.2%	5%	0.5%	-3%	-5%	0.9	-0.16	1315	-0.7%	7%
16	CC1(C)Cc2ccccc2-c2nnnn21
 : 0.8%	1%	2.6%	12%	13%	1	1.1	1050	0.6%	0%
17	CCN1CCCC1CNC(=O)c1cc2c(-c3cccc(OC)c3)nn(C)c2s1 (stereo not given)
 : ?	-8%	nt	9%	10%	1.1	-0.87	1309	-1.6%	-1%
18	CC1CCCN(C(=O)c2cc3c(=O)n4ccccc4nc3s2)C1 (stereo not given)
 : -0.4%	14%	nt	nt	nt	nt	nt	nt	1.5%	8%
19	CCN(CC(=O)Nc1ccccc1OC)C(=O)CCc1ccccc1
 : -0.8%	2%	nt	nt	nt	nt	nt	nt	1.1%	0%
20	COc1ccccc1C(OC(=O)c1cccs1)C(=O)NCc1ccco1 (stereo not given)
 : -0.1%	9%	-0.7%	4%	-2%	1.2	-0.21	1189	1.7%	8%
21	COc1ccc(Cl)cc1C(=O)Nc1nc2ccc(S(C)(=O)=O)cc2s1
 : 0.5%	-9%	-6.3%	-5%	1%	1	-0.08	1301	-0.3%	3%
22	CC(C)Cn1c(SCC(=O)N2CCN(S(=O)(=O)c3ccccc3)CC2)nc2ccccc21
 : -0.5%	7%	0.1%	7%	7%	1.1	-0.62	1129	8.6%	16%
23	O=c1c2ccccc2nnn1Cc1ccc(Br)cc1
 : -0.1%	-3%	-1.8%	-2%	2%	1.1	nt	nt	1.2%	1%
24	CCC(C)(C)NC(=O)c1ccccc1Oc1ccccc1
 : -0.9%	3%	-3.0%	-5%	-12%	0.9	0.58	1376	1.7%	-7%
25	COc1ccccc1NC(=O)C1=C(C)NC(SCC(=O)Nc2ccc(C(=O)O)cc2)=C(C#N)C1c1cccs1 (stereo not given)
 : 0.1%	0%	nt	nt	nt	nt	0.13	1068	-0.6%	13%
26	COn1c(=O)c(-c2ccc(C)cc2)[n+]([O-])c2ccccc21
 : -0.1%	-4%	nt	nt	nt	nt	nt	nt	1.7%	7%
27	CCCCC(=O)OCCNC(=O)c1cc2ccccc2oc1=O
 : 0.5%	9%	0.8%	-2%	-1%	1.1	-0.32	1123	0.6%	14%
28	CSCC[C@H](NC(=O)Cc1c(C)c2c(cc(C)c3c(C)c(C)oc32)oc1=O)C(=O)O
 : -0.4%	6%	nt	nt	nt	nt	nt	nt	1.6%	5%
29	COc1ccc(NS(=O)(=O)c2ccc3oc(SC4CCOC4=O)nc3c2)cc1 (stereo not given)
 : -0.1%	0%	1.8%	14%	16%	1	nt	nt	0.6%	0%
30	CC(=O)N1CCc2cc(Br)cc(S(=O)(=O)NCC3CCCO3)c21 (stereo not given)
 : 0.2%	1%	0.0%	10%	10%	1.1	-0.17	1624	1.6%	16%
31	O=C(CCCO)NC1Cc2ccccc2C1
 : 0.0%	4%	nt	nt	nt	nt	nt	nt	0.9%	5%
32	O=C(CCS(=O)(=O)c1ccc(Cl)cc1)Nc1ccc(N2CCOCC2)cc1
 : 0.1%	-6%	nt	nt	nt	nt	-0.34	1491	0.5%	18%
33	CCc1ccccc1NC(=O)CSc1n[nH]c(-c2cccnc2)n1
 : -0.4%	-2%	nt	nt	nt	nt	nt	nt	2.6%	7%
34	N#Cc1cccc(-c2cn(S(=O)(=O)c3ccc(Cl)cc3)nc2N)c1
 : -0.6%	11%	0.8%	5%	5%	1	0.53	1303	2.8%	4%
35	COc1ccc(C(CCN)Cc2ccccc2)cc1 (stereo not given)
 : 0.0%	0%	-1.6%	-1%	3%	1.1	0.12	1414	0.5%	9%
36	CCCOc1ccc(C(=O)Nc2ccc(N3CCN(C(C)=O)CC3)cc2)cc1
 : 0.0%	-4%	-0.8%	12%	7%	1.1	nt	nt	7.0%	32%
37	CCN(CC)C(=O)COc1cc(C)c(Cl)c(C)c1
 : -0.7%	4%	3.7%	-3%	2%	1	nt	nt	2.7%	9%
38	Cc1cccc(NS(=O)(=O)c2cc3c4c(c2)C(C)C(=O)N4CCC3)c1 (stereo not given)
 : 0.4%	-5%	nt	nt	nt	nt	nt	nt	3.5%	11%
39	COc1ccc([N+](=O)[O-])cc1N(CC(=O)N1CCN(Cc2ccccc2)CC1)S(C)(=O)=O
 : -0.4%	-4%	nt	nt	nt	nt	nt	nt	1.4%	8%
40	Cc1ccc(CS(=O)Cc2ccc(C(=O)NCCc3ccccc3)o2)cc1 (stereo not given)
 : 0.2%	-1%	nt	nt	nt	nt	nt	nt	1.1%	5%
41	O=S(=O)(NC1CC(NS(=O)(=O)OCC(Cl)(Cl)Cl)C2CCCCC12)OCC(Cl)(Cl)Cl (stereo not given)
 : ?	17%	nt	nt	nt	nt	nt	nt	-4.8%	9%
42	COCCCn1c(SCC(=O)c2ccccc2)nc2ccccc2c1=O
 : -0.6%	3%	nt	-4%	4%	0.9	-2.2	1087	13%	-3%
43	CC1(C)CC(=O)C(C=NCCc2ccc(O)cc2)=C(O)C1
 : 0.5%	5%	4.0%	4%	-2%	1.1	1.3	1203	0.4%	30%
44	CN(C)CCn1c(=O)n(-c2cccc(Cl)c2)c(=O)c2c3c(sc21)CCCCC3
 : -0.4%	-11%	nt	nt	nt	nt	-0.32	1395	nt	11%
45	CCn1nnc(NC(=O)c2cccc(-c3cc4ccccc4oc3=O)c2)n1
 : 0.7%	-6%	nt	-6%	-2%	1	-0.03	1302	2.8%	-8%
46	CC(=O)C1CCC2C3CCC4=CC(=O)CC[C@]4(C)[C@@]3(F)C(O)C[C@]12C (stereo not given in full)
 : -0.1%	6%	nt	nt	nt	nt	-1.4	1269	?	-1%
47	O=C(NCc1ccco1)c1nc2ccccc2s1
 : -0.4%	1%	1.1%	11%	13%	1.1	nt	nt	0.5%	13%
48	O=C(Nc1ccccc1N1CCOCC1)c1cc(-c2ccco2)nc2ccccc12
 : 0.9%	18%	-1.2%	1%	16%	1.1	-0.1	910	-1.4%	1%
49	COc1ccc(OCCN2CCN(C(=O)c3ccc(OC(F)F)c(OC)c3)CC2)cc1
 : -2.2%	0%	nt	nt	nt	nt	nt	nt	6.8%	9%
50	Cc1nnc(NC(=O)c2cccc(S(=O)(=O)N3CCOCC3)c2)s1
 : 0.4%	10%	-0.1%	5%	10%	1.1	nt	nt	1.2%	1%
51	COc1ccc(NC(=S)NN2CCN(C)CC2)cc1OC
 : nt	0%	1.0%	9%	23%	1.1	0.39	1551	2.7%	5%
52	COc1cc(NC(=O)Cn2nnc(-c3ccncc3)n2)cc(OC)c1
 : -1.2%	-1%	0.2%	2%	-15%	1.1	-0.47	1468	19%	9%
53	COc1ccc(C(CNc2ncnc3sc(C)c(C)c23)N(C)C)cc1 (stereo not given)
 : -0.8%	7%	nt	nt	nt	nt	nt	nt	-0.1%	3%
54	N#CC1=C(SCc2ccccc2)NC(=O)CC1c1cccc(O)c1 (stereo not given)
 : -0.9%	24%	-1.3%	15%	-1%	1.1	0.31	1321	9.1%	-17%
55	Cc1nn(-c2ccccc2)c2c1C(c1ccncc1)C(C#N)=C(N)O2 (stereo not given)
 : 0.0%	7%	-3.4%	-59%	-34%	1	0.33	1807	1.4%	32%
56	OCCNc1nc2ccccc2n1-c1ncnc2sc3c(c12)CCC3
 : nt	4%	-1.2%	4%	-1%	1.2	-1.9	822	nt	8%
57	COc1cc(C(=O)O)ccc1OCc1c(C)noc1C
 : 0.4%	-14%	-1.9%	6%	7%	1.1	1.2	890	-1.8%	10%
58	COc1ccc(NC(=S)NCc2ccc(F)cc2)cc1
 : 1.3%	2%	nt	nt	nt	nt	nt	nt	-1.3%	12%
59	Cc1ccc(-n2c(SCC(=O)Nc3nccs3)nc3c(c2=O)SCC3)cc1
 : nt	1%	-1.8%	1%	5%	1.1	0.87	1202	3.2%	4%
60	Cc1cc(SCC(=O)N/N=C/c2ccc(C(=O)O)cc2)nc2ccccc12
 : -0.7%	-4%	nt	nt	nt	nt	nt	nt	-0.3%	7%
61	COC(=O)c1ccc2c(c1)nc(C)n2CCO
 : 0.9%	-2%	-2.6%	4%	5%	1.1	-0.22	2008	2.1%	2%
62	OC1(c2cccc(C(F)(F)F)c2)CCN(c2ccc(-c3ccccc3)nn2)CC1
 : -0.4%	-8%	-2.2%	4%	6%	1	0.37	1224	1.9%	-2%
